Screening data as filed in PubChem BioAssay.
14-3-3 Bad PPI – disrupts binding of bovine 14-3-3 zeta to phospho-Bad peptide. P63103. TR-FRET 14-3-3zeta/Dy647-pBad peptide displacement, 1 h. inhibition, % at 21.7 µM. hit rate 0.71% among 220,000. AID 781;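 active = inhibition above about 70%, limit read from the data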;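 note: 0% = full 14-3-3 plus peptide FRET controls and 100% = background without 14-3-3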
FXIa inh – inhibitors of human coagulation factor XIa; P03951; purified FXIa, Boc-Glu-Ala-Arg-AMC fluorogenic substrate; inhibition, % at 5 µM; hit rate 0.14% among 220,000;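 active = inhibition of at least 40%; inactive = inhibition below 40%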;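 note: fluorescence of freed AMC excited at 355 nm; 0% = enzyme without compound and 100% = no enzyme blank; many of its hits are not listed in these tables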
Target sequence (P03951 19-387 limits assumed): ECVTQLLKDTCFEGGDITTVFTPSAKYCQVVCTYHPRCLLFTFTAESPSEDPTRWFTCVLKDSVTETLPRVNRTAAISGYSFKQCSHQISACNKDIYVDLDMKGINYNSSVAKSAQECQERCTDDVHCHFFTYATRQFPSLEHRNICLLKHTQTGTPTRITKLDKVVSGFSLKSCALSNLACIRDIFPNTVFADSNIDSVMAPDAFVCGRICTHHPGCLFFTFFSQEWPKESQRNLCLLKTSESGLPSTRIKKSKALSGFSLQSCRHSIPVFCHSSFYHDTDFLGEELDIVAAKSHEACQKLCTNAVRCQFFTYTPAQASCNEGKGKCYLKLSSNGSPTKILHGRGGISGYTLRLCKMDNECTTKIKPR
Target sequence (P03951 388-625 limits assumed): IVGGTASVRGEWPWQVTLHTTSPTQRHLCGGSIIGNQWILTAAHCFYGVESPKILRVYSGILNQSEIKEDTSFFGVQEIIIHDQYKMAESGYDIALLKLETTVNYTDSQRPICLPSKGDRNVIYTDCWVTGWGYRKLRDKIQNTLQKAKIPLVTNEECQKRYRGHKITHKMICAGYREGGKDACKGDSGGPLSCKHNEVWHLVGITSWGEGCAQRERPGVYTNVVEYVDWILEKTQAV
Rad51 HR inh – Rad51 (human) homologous recombination inhibition; Q06609; hRad51 DNA strand exchange, fluorescence dequenching; inhibition, % at 10 µM; hit rate 0.085% among 200,000;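 active = inhibition above 40% at the single screening dose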;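 note: 0% = DMSO control wells and 100% = blanks with heterologous ssDNA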
Target sequence (Q06609 whole entry, looked up): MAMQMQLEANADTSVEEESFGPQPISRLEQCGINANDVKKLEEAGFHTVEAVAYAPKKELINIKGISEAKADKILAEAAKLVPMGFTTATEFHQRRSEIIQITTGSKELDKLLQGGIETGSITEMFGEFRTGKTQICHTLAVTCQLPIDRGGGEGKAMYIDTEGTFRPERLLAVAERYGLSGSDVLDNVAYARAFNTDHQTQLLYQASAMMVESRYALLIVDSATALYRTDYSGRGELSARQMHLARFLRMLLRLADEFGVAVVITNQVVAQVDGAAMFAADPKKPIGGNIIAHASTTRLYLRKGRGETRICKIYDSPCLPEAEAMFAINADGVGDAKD
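Test system – preformed human Rad51 ssDNA filaments · Reagent – Donor/quencher-labelled 47-bp dsDNA substrate · Incubation – 37 °C 15-min filament assembly, 30-min compound preincubation, 15-min exchange · Signal – FRET fluorescence dequenching, excitation 485 nm, emission 520 nm · Read-out – percent inhibition from fluorescence, normalised to plate control and blank means · Benchmarks – plate control and blank wells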
MDM2 E3 inh – inhibitors of human Mdm2 E3 ubiquitin ligase; cell-based MDM2 ubiquitination luciferase reporter, 2 h; 0 = plate control, 100 = twice control, blank-subtracted; signal enhancement, % at 5 µM; Q00987; hit rate 0.11% among 210,000; AID 1230;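 active = signal enhancement of 30% or more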;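 note: luminescence tracks abundance of the self-degrading MDM2-luciferase fusion protein; higher signal means inhibition of MDM2 E3 ligase activity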
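test system = mammalian cells stably expressing self-ubiquitinating, self-degrading MDM2 E3–luciferase fusion | quantity = 2000 cells/well | incubation = cell settling 4 h, compound treatment 2 h, both 37 °C | signal = luminescence with SteadyLite reagent, 15 min at room temperature | evaluation = % enhancement relative to plate controls after blank subtraction | benchmarks = plate controls and plate blanks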
eIF4E-4G inh – inhibitors of eIF4E and eIF4G interaction in translation initiation; P63073+Q04637; inhibition, % at 21.7 µM; TR-FRET eIF4E-eIF4GI(517-606) binding, 2 h; hit rate 0.37% among 220,000;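 active = inhibition above about 30%, limit read from the data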;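 note: 0% = full FRET control wells and 100% = background wells lacking eIF4GI fragment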
Wee1 degr inh – human Wee1 degradation inhibition, primary screen. P30291. HeLa Luc-Wee1K328M stability, luciferase luminescence; 100% = proteasome inhibitor MG132 effect. reporter increase, % at 5 µM. hit rate 1.2% among 220,000. AID 1321;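 active = activation above the mean of all tested compounds plus 3 SD, set per screening run, cut at about 8.8% in these data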;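 note: cells exposed to compound for 20 h before luminescence read; 0% = DMSO alone and 100% = MG132 at 30 µM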
FXIIa inh 1536 – blocks human coagulation factor XIIa protease activity; P00748; purified FXIIa, Boc-QGR-AMC fluorogenic substrate, 2 h; inhibition, % at 5 µM; hit rate 0.3% among 220,000; AID 800; in the data active = inhibition above about 40%;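 note: 0% = enzyme with no compound and 100% = blank without enzyme; many of its hits are not listed in these tables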
KLK5 inh – blocks human kallikrein 5 protease activity; recombinant hK5, fluorogenic AMC substrate cleavage; inhibition, % at 5 µM; AID 873; Q9Y337; hit rate 0.59% among 210,000;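 active = inhibition of 40% or more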;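 note: 0% = enzyme controls without compound and 100% = no-enzyme blanks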
p97 ATPase inh – inhibitors of human p97 ATPase | P55072 | recombinant p97 ATPase, Kinase-Glo ATP luminescence, 3 h | inhibition, % at 8 µM | hit rate 0.42% among 220,000 | AID 1481; in the data active = inhibition above about 15%;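 note: 0% = DMSO vehicle and 100% = wells lacking enzyme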
Numbers without * were called inactive; . = not tested or not shown; [ ] = another dose, or the depositor's remark.

SMILES	14-3-3 Bad PPI	FXIa inh	Rad51 HR inh	MDM2 E3 inh	eIF4E-4G inh	Wee1 degr inh	FXIIa inh 1536	KLK5 inh	p97 ATPase inh
C/C(=N\N=C1\NC(=O)C(CC(=O)Nc2ccc(Cl)cc2)S1)c1ccco1 (configuration not stated)	-8	-2	7	-3	6	-3	5	0	7
COC(=O)c1cccc(C#CC(NP(=O)(c2ccccc2)c2ccccc2)c2ccccc2)c1 (configuration not stated)	1	3	11	18	-1	.	13	4	.
O=C(O)c1ccc(-c2ccccc2Cl)o1	1	-11	-3	-8	13	-2	12	-24	-2
Cc1cc(C(C)(C)C)oc1C(=O)N(CC(=O)NC1CCCC1)c1ccc(F)cc1	10	6	1	2	-4	1	18	-7	-2
O=C(CSc1nnc(NC(=O)c2ccc3c(c2)OCO3)s1)NCc1ccco1	-3	-5	-2	-59	2	0	7	-9	2
Cc1ccccc1C(=O)NNC(=S)NC(=O)c1ccccc1	-16[fluorescence artefact?]	-2	6	8	0	2	7	-94	0
Cc1[nH]n(-c2ccccc2)c(=O)c1C(=O)c1ccc([N+](=O)[O-])cc1	0	-1	9	-8	0	2	8	3	-2
CC(C)c1ccccc1NC(=O)CCc1nc2ccccc2s1	-3[fluorescence artefact?]	4	-12	-13	-2	-1	13	-11	-3
COCc1nnc(NC(=O)c2ccco2)s1	11	18	3	-14	-2	-1	25	-16	3
COc1cc(OC)cc(-c2nc3ccccc3c(=O)n2OC(=O)c2ccc(Br)cc2)c1	4	-5	3	-13	2	1	-1	-11	-3
CCOC(=O)C1CCN(c2c(NCCCN(CC)Cc3ccccc3)c(=O)c2=O)CC1	1[fluorescence artefact?]	-2	8	-6	4	-5	10	-5	2
C=CCN1C(=O)OC2(CCCCC2)C1(C)O (configuration not stated)	-2	4	10	9	17	-2	4	-13	4
O=C(CSc1nc2ccccc2n1S(=O)(=O)c1cccc([N+](=O)[O-])c1)NCCc1ccccc1	3	2	.	-2	1	-1	7	-11	-3
CC(=O)Nc1ccc(NC(=O)CSCCc2ccccn2)cc1	-15	6	0	-17	-7	-1	13	-3	4
CCOc1ccc(C(F)(F)F)cc1NC(=O)c1ccc(OC)c([N+](=O)[O-])c1	8	1	1	-17	-2	-2	10	-8	2
CCCCc1ccc(/C=C2\C(=O)ON=C2c2ccccc2)s1	-7	-6	6	2	11	5	0	-11	2
c1cnc2c(C3NCCc4c3[nH]c3ccccc43)cccc2c1 (configuration not stated)	-3	4	-2	-6	-1	-2	6	2	-2
O=C(O)c1ccccc1-c1ccccc1C(=O)NCc1cccnc1	0	-1	1	1	-1	2	4	-4	3
COc1ccc(/C=N/OCC(=O)N=Nc2c(O)[nH]c3ccc(Br)cc23)cc1	-10	-2	16	-9	1	2	5	-4	1
O=C(Cc1ccccc1)N/N=C/C=C/c1cccc([N+](=O)[O-])c1	-1	5	4	0	-4	-1	14	4	1
CCNC(=O)CC1C(=O)N(CC)C(=S)N1NC(=O)c1ccccc1 (configuration not stated)	-2	-1	8	-12	0	-2	2	-3	10
CCOC(=O)CC(=O)CSc1[nH]c(=O)cc(C)c1C#N	12	-9	-4	1	-2	1	3	-13	-1
O=C(COc1ccccc1)NC1CCSC1=O (configuration not stated)	-12	-5	5	-2	0	-3	-4	-14	2
CC(NC(=O)c1c(Cl)cnn1C)C1CCCO1 (configuration not stated)	-4	0	.	-8	-5	8	7	0	6
CC(NC(=O)c1ccccc1NC(=O)c1ccco1)C(=O)O (configuration not stated)	-6	18	0	-12	-5[fluorescence artefact?]	5	27	24	4
Cc1c(Cl)cccc1NC(=O)CCCn1cnc([N+](=O)[O-])n1	2	-8	-5	-10	-3	1	9	-1	-3
COc1ccc(NC(=S)N(CCO)Cc2cc3c(C)cc(C)cc3[nH]c2=O)cc1	-5	-2	-9	-3	1	-2	3	-3	0
CCC1=NC(c2ccccc2Cl)N(O)C1(C)C (configuration not stated)	-11[fluorescence artefact?]	1	-6	-17	-9	0	16	-20	-1
O=[N+]([O-])c1ccc(N2CCN(CCOCCO)CC2)c([N+](=O)[O-])c1	44	2	4	-2	1	4	14	6	1
CCOC(=O)C1(Cc2cccc(OC)c2)CCN(Cc2ccc(OC)c(O)c2)CC1	-12	-1	-3	-4	-4	-3	10	2	1
CCNc1nc(=S)nc(NCc2ccccc2)[nH]1	-12	-6	8	-1	-7	5	7	-7	2
Cc1noc(C)c1COc1ccc(C(=O)OC(C)C(=O)Nc2ccc(S(=O)(=O)N3CCOCC3)cc2)cc1 (configuration not stated)	11	-13	0	-10	1	6	-3	8	-3
Cc1cc(C)nc(NC(=O)c2c(-c3ccccc3Cl)noc2C)n1	10	13	-4	-5	-1	1	11	33	-1
O=C1c2ccsc2SCCN1Cc1ccc(Cl)cc1Cl	10	1	.	-1	5	-2	8	-7	-2
O=C(COC(=O)c1cc([N+](=O)[O-])ccc1NCc1ccccc1)NC1CCCc2ccccc21 (configuration not stated)	5	2	-8	-16	-2	1	6	13	9
O=C(CN1C(=O)c2ccccc2C1=O)OC(C(=O)c1ccc(Cl)cc1)c1ccccc1 (configuration not stated)	0	4	2	-9	1	0	10	7	-1
Cn1c(CNC(=O)OC(C)(C)C)n[nH]c1=S	-13	-3	3	-1	-2	5	9	-2	4
Cc1ccc(C(=O)NC(=S)NCC2CCCO2)cc1Br (configuration not stated)	10	3	.	-2	0	-1	8	-16	0
CCCCCC(=O)Nc1cccc(-c2nc3ncccc3o2)c1	13	0	-2	-7	12	0	11	4	-2
CCCc1nc2scc(-c3ccc(C)cc3)c2c(=O)n1N	0	20	7	-15	5	-1	37	-2	-1
COc1ccc2[nH]cc(CCN3C(=O)CCC3=O)c2c1	-10	-4	4	-5	7	-1	-10	-27	2
CCOc1ccc(OCC)c(NC(=O)C2CCCN(c3ncccn3)C2)c1 (configuration not stated)	-5	-6	.	-5	-4	-1	15	-9	0
Cc1cc(Nc2ncc(Cl)cc2Cl)n[nH]1	9	2	0	-3	-7	-3	17	-9	7
COc1cccc(C2CC(c3cccc(Br)c3)n3nc(N)nc3N2)c1 (configuration not stated)	-6	1	4	-11	-4	-1	7	-10	1
O=C(Nc1ccc(CN2CCOCC2)cc1)c1ccc(-c2ccc(Cl)cc2Cl)o1	-7	-3	-7	-8	95*	-1	9	-5	-6
CC1CCN(S(=O)(=O)c2ccc(C(=O)NCc3cccnc3)cc2)CC1	-5	-4	-5	-5	-5	0	0	-6	2
CN(C)c1cccc(NC2=CC(=[N+]3CCOCC3)CC(C)(C)C2)c1	20[fluorescence artefact?]	-4	0	-19	-6[fluorescence artefact?]	5	9	-14	2
C=CCNC(=O)/C(C#N)=C/c1ccc(OS(=O)(=O)c2ccc(C)cc2)c(OC)c1	5	-5	.	12	3	-1	-1	-12	0
CCOc1cc(NC(=O)c2cccs2)c(OCC)cc1NC(=O)CCC(=O)NCc1ccccn1	-2	2	9	.	2	1	9	5	0
CCN(CC)Cc1ccccc1Sc1ccccc1	15	8	-3	-84	2	5	4	44*	-6
CC1(C)CC(=O)C=C(N=CC2=C(O)CC(C)(C)CC2=O)C1	37	1	-8	1	-2[fluorescence artefact?]	0	1	2	2
Cc1ccc(S(=O)(=O)Nc2ccncc2)c(C)c1N(C)S(=O)(=O)c1ccc(Cl)cc1	-9[fluorescence artefact?]	10	8	-1	6[fluorescence artefact?]	2	16	-16	-1
COc1cccc(OC2OC3COC(C)(C)OC3C(O)C2NC(C)=O)c1 (configuration not stated)	-6	-3	-54	-3	0	-1	4	1	5
Cn1c(=O)n(C)c2cc(NC(=O)COc3ccc(Cl)cc3)ccc21	-4	-6	13	-5	-1	-3	5	-12	-5
C=CCNC(=O)/C(C#N)=C/c1ccccc1[N+](=O)[O-]	4	-4	-3	-15	-4	-3	3	-3	4
O=C(CN1CCCC1)Nc1ccccc1Cl	-3	2	-5	-3	-4	0	12	0	14
CC(O)CNc1cnccn1 (configuration not stated)	-7	3	-8	0	0	-2	7	3	4
O=C(c1cccc(S(=O)(=O)N2CCCC2)c1)N1CCN(c2ncccn2)CC1	11	-5	10	-5	-27	3	0	2	-6
Cc1cc(Cl)c(S(=O)(=O)N2CCN(c3ccccc3)CC2)cc1OCC(N)=O	-13[fluorescence artefact?]	1	-8	-5	-4	-1	3	-10	1
NC(=O)c1ccc(-c2csnn2)cc1	0	1	10	-5	-2	-2	8	1	3

Single records, as listed above. Order of values: 14-3-3 Bad PPI | FXIa inh | Rad51 HR inh | MDM2 E3 inh | eIF4E-4G inh | Wee1 degr inh | FXIIa inh 1536 | KLK5 inh | p97 ATPase inh
`C=CCNC(=O)/C(C#N)=C/c1ccccc1[N+](=O)[O-]` reads 4 | -4 | -3 | -15 | -4 | -3 | 3 | -3 | 4
`CCN(CC)Cc1ccccc1Sc1ccccc1` reads 15 | 8 | -3 | -84 | 2 | 5 | 4 | 44* | -6

Other results
SMILES	14-3-3 Bad PPI	FXIa inh	Rad51 HR inh	MDM2 E3 inh	eIF4E-4G inh	Wee1 degr inh	FXIIa inh 1536	KLK5 inh	p97 ATPase inh
COc1cccc(NC2=Nc3cccc4cccc2c34)c1	3[fluorescence artefact?]	2	-18	-6	0	-1	6	7	6
COc1ccc(CNC(=O)c2ccc[nH]2)cc1Cl	-16	-1	10	-8	0	-3	8	-6	-1
CCOC(=O)NNC(=S)Nc1c(C)n(C)n(-c2ccccc2)c1=O	-5	1	-5	12	0	-2	5	9	4
O=C(CSc1nc(COc2ccccc2)nc2ccccc12)NC1CCCC1	-6	-5	-6	-14	-2	-3	7	3	0
CSc1ccc(CN(C)CC(=O)NC(C)c2ccccc2)cc1 (configuration not stated)	-9	2	-12	-51	5	-2	19	0	-2
O=C(COc1cccc2ccccc12)Nc1cc(S(=O)(=O)N2CCOCC2)ccc1N1CCOCC1	-20	3	1	-3	0	-1	12	1	7
Cc1csc(NC(=O)C2CCCCN2S(=O)(=O)c2ccccc2)n1 (configuration not stated)	-11	-5	-2	-6	6	-4	3	-6	3
CCOCCCn1c(=NC(=O)c2cccs2)c(C#N)cc2c(=O)n3ccccc3nc21	1	-2	.	-26	1	-1	6	-2	11
O=C(COc1ccccc1-c1ccccc1)Nc1ccc(S(=O)(=O)NCc2ccco2)cc1	4	3	0	-7	3	0	-2	-24	0
CCOC(=O)Nc1cc(C)c(Cl)cc1OC	1	4	8	-11	7	3	11	-1	-6
NC(=O)C1CC(=O)N(c2ccc(OCc3ccccc3Cl)cc2)C1 (configuration not stated)	-8	-4	4	-7	1	0	1	-6	1
CC1=CCC2C(=O)N(c3ccccc3OC(=O)c3ccccc3F)C(=O)C2C1 (configuration not stated)	-18[fluorescence artefact?]	-8	4	-9	-5	-1	3	-16	-8
CCCCCC(=O)OC(CN1CCCCC1)CN1CCCC1=O (configuration not stated)	30	-1	3	-7	-5	-2	-1	4	12

Five compounds from above, limited to eIF4E-4G inh and 14-3-3 Bad PPI.
SMILES	eIF4E-4G inh	14-3-3 Bad PPI
COc1cccc(NC2=Nc3cccc4cccc2c34)c1	0	3[fluorescence artefact?]
COc1ccc(CNC(=O)c2ccc[nH]2)cc1Cl	0	-16
CCOC(=O)NNC(=S)Nc1c(C)n(C)n(-c2ccccc2)c1=O	0	-5
O=C(CSc1nc(COc2ccccc2)nc2ccccc12)NC1CCCC1	-2	-6
CSc1ccc(CN(C)CC(=O)NC(C)c2ccccc2)cc1 (configuration not stated)	5	-9
